# Screening data (PubChem)
# inhibitors of VEEV: inhibitors of VEEV TC-83 cytopathic effect, confirmation, Vero cells (AID 588727); Vero cells, VEEV TC-83 cytopathic effect inhibition; higher % means a stronger effect; inhibition, % at 20 µM; hits with a dose series show IC50 in µM; hit rate 0.13% among 350,000; in the data active = a potency from the dose series; inconclusive = inhibition mostly from about 14% at the one dose, without a potency; inactive = the rest, 99 in 100 with inhibition below about 12%; also: strong numbers were not always called active
# Salmonella PhoP GFP: Inhibition of PhoP regulon, Salmonella typhi GFP reporter cells, confirmation, 4 h (AID 1850); Salmonella Typhi PhoP-promoter GFP reporter, fluorescence, 4 h; higher % means a stronger effect; one-dose inhibition, % at 50 µM; IC50 in µM for titrated hits; hit rate 0.33% among 310,000; in the data active = a potency from the dose series; inconclusive = inhibition mostly from about 25% at the one dose, without a potency; inactive = the rest, 99 in 100 with inhibition below about 19%;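 also: 0% = induced wells with vehicle and 100% = uninduced wells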
# H1N1 NS1A inhibition: NS1A inhibition, H1N1 influenza, cell based functional assay (AID 504329) | NS1A functional cell-based assay, percent inhibition; higher % means a stronger effect | hit rate 0.3% among 340,000 | inhibition, % at 12.5 µM, or IC50 in µM where a hit was titrated; in the data active = a potency from the dose series; inconclusive = inhibition above about 27% without an active follow-up result; also: strong numbers were not always called active
# tuberculosis growth: growth inhibition of non-replicating M. tuberculosis (AID 488890) | Mycobacterium tuberculosis non-replicating, growth inhibition; higher % means a stronger effect | inhibition, % at 25 µM; hits with a dose series show IC50 in µM | hit rate 0.39% among 320,000; in the data active = a potency from the dose series; inconclusive = inhibition mostly from about 82% at the one dose, without a potency; inactive = the rest, 99 in 100 with inhibition below about 76%;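 also: plate controls were DMSO cells for no effect and high antibiotic wells for full effect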
# H37Rv inhibition: M. tuberculosis growth inhibition, HTS (AID 449762); inhibition, % at 25 µM, or IC50 in µM where a hit was titrated; M. tuberculosis H37Rv growth inhibition, 7H9 media; higher % means a stronger effect; hit rate 0.59% among 330,000; in the data active = a potency from the dose series; inconclusive = inhibition above about 70% without an active follow-up result;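 also: bacterial growth assessed after seven days of incubation; strong numbers were not always called active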
# inhibitors of VEEV 10K pilot screen: also measured in inhibitors of VEEV; calls as there; inhibition, %; measured here: 10K pilot screen inhibition
# Starred values were filed as active, the others as inactive; i = inactive; ? = inconclusive; / = no result given.
SMILES,inhibitors of VEEV,Salmonella PhoP GFP,H1N1 NS1A inhibition,tuberculosis growth,H37Rv inhibition,others
CCc1ccc(N(CC(=O)NC2CCCC2)S(=O)(=O)c2c(C)noc2C)cc1,0.6%,-15.4%,-2.0%,-2.5%,-12.5%,
O=C(c1cccnc1)N1CCN(c2c(Cl)cccc2[N+](=O)[O-])CC1,0.2%,8.3%,3.6%,7.5%,0.3%,
CCn1cc(Cl)c(C(=O)Nc2cccc(CN3CCOCC3)c2)n1,0.6%,-3.2%,19.2%,-6.8%,-1.2%,
CC(=O)Nc1ccc(S(=O)(=O)NCCC(=O)OCc2nc(N)nc(Nc3ccccc3C)n2)cc1,1.3%,-1.5%,-79.0%,34.8%,12.0%,
Oc1ccccc1N=Cc1ccc[nH]1,0.1%,7.8%,18.7%,/,3.83µM*,
CC(Sc1nnc(COc2ccc(Cl)cc2)n1-c1ccccc1)C(=O)O (stereo unspecified),2.4%,0.4%,-29.2%,2.6%,1.3%,
O=C(CSc1nnc(Cn2c(=O)sc3ccccc32)n1CCc1ccccc1)N1CCOCC1,i,-17.6%,2.8%,33.2%,-4.1%,inhibitors of VEEV 10K pilot screen=0.7
Cc1cccc(NC(=O)CSCc2nc3c(nnn3Cc3ccc(F)cc3)c(=O)[nH]2)c1C,0.8%,-1.9%,-9.1%,19.7%,0.4%,
COc1ccccc1-c1c(C)oc2c(CN3CCN(CCO)CC3)c(O)ccc2c1=O,1.9%,/,-10.9%,/,/,
O=C(/C=C\Nc1ccccn1)c1ccc(Cl)cc1,i,-11.8%,-4.2%,35.1%,5.2%,
CCc1nc(SCC(=O)NCCc2ccccc2)c2c(=O)n(C)c(=O)n(C)c2n1,1.7%,24.5%,11.4%,11.0%,8.0%,
O=C(CCC(=O)N1CCN(Cc2ccccc2)CC1)Nc1nnc(C2CCCCC2)s1,3.1%,3.2%,-2.0%,8.9%,0.3%,
CCN(CC)Cc1cc(Nc2c3ccccc3nc3c4ccccc4n(C)c23)cc(CN(CC)CC)c1O,i,/,17.9µM*,/,/,
O=c1cc(CO)oc(C(Nc2cccc(C(F)(F)F)c2)c2ccccn2)c1O (stereo unspecified),1.0%,-0.4%,2.1%,5.6%,-6.0%,
CCCCNC(=O)c1ccc(NC(=O)C2CCCO2)cc1 (stereo unspecified),0.9%,-11.5%,-0.4%,13.2%,37.6%,

# Next part; the last 2 above are carried over.
SMILES,inhibitors of VEEV,Salmonella PhoP GFP,H1N1 NS1A inhibition,tuberculosis growth,H37Rv inhibition,others
O=c1cc(CO)oc(C(Nc2cccc(C(F)(F)F)c2)c2ccccn2)c1O (stereo unspecified),1.0%,-0.4%,2.1%,5.6%,-6.0%,
CCCCNC(=O)c1ccc(NC(=O)C2CCCO2)cc1 (stereo unspecified),0.9%,-11.5%,-0.4%,13.2%,37.6%,
CC1=C(C(=O)c2ccccc2)C(c2ccc(O)cc2)NC(=S)N1 (stereo unspecified),?,6.2%,-8.1%,30.4%,-2.2%,
COc1ccc(CC(=O)Nc2cccc(S(=O)(=O)N3CCCCCC3)c2)cc1OC,i,-6.5%,1.0%,37.6%,0.0%,
CCN(CC(=O)Nc1cc(Cl)ccc1C)C(=O)c1ccc(N2CCCC2=O)cc1,3.8%,/,-6.2%,7.5%,-6.0%,
Cc1cc(C)n2nc(SC(C)C(=O)N3CCC4(CC3)OCCO4)nc2n1 (stereo unspecified),2.4%,0.4%,-0.6%,3.5%,1.9%,
Cc1ccc(CCS(=O)(=O)c2ccc(C(C)(C)C)cc2)cn1,1.8%,-4.4%,-3.8%,65.2%,-6.0%,
CCC(=O)N(Cc1cc(=O)[nH]c2ccccc12)c1ccc(OC)cc1,0.8%,-7.5%,-1.3%,12.7%,1.8%,
Cc1ccc(C)n1-c1ccc(C(=O)NC2CCN(Cc3ccccc3)CC2)cc1,0.8%,-4.7%,22.8%,-5.6%,-5.6%,
COc1cc2[nH]c(C(=O)Nc3ccc(F)cc3)cc2c(OC)c1OC,10.1%,-3.9%,6.0%,11.5%,4.1%,
COC(=O)C1=C(N)Oc2cc(C)n(C)c(=O)c2C1c1ccc(Cl)cc1 (stereo unspecified),7.2%,-2.2%,15.2%,0.4%,-2.3%,
Cn1c(=O)c(C(=O)CN2CCCc3ccccc32)c(N)n(Cc2ccccc2)c1=O,0.3%,0.7%,8.6%,57.0%,-2.3%,
COc1ccc(C(=O)Nc2cccc(OC(=O)c3ccco3)c2)cc1,0.7%,-6.6%,0.8%,31.3%,-3.0%,
CCOC(=O)COc1ccc(S(=O)(=O)N2CCc3ccccc3C2)cc1,12.4%,-7.2%,-10.8%,?,?,
Clc1cccc(CN2CCC3CC2c2cc(N4CCCCC4)ccc23)c1 (stereo unspecified),0.5%,/,1.1%,/,/,
CCC1CCCCN1CCCNS(=O)(=O)c1ccc2c(c1)oc(=O)n2C (stereo unspecified),i,-11.3%,-1.6%,21.2%,1.3%,
CC/C(=N\O)c1ccc(OC)c(OC)c1,3.4%,-4.2%,3.3%,-7.9%,-0.5%,

# Molecules above with an aryl methoxy group, in the order listed:
SMILES,inhibitors of VEEV,Salmonella PhoP GFP,H1N1 NS1A inhibition,tuberculosis growth,H37Rv inhibition,others
COc1ccccc1-c1c(C)oc2c(CN3CCN(CCO)CC3)c(O)ccc2c1=O,1.9%,/,-10.9%,/,/,
COc1ccc(CC(=O)Nc2cccc(S(=O)(=O)N3CCCCCC3)c2)cc1OC,i,-6.5%,1.0%,37.6%,0.0%,
CCC(=O)N(Cc1cc(=O)[nH]c2ccccc12)c1ccc(OC)cc1,0.8%,-7.5%,-1.3%,12.7%,1.8%,
COc1cc2[nH]c(C(=O)Nc3ccc(F)cc3)cc2c(OC)c1OC,10.1%,-3.9%,6.0%,11.5%,4.1%,
COc1ccc(C(=O)Nc2cccc(OC(=O)c3ccco3)c2)cc1,0.7%,-6.6%,0.8%,31.3%,-3.0%,
CC/C(=N\O)c1ccc(OC)c(OC)c1,3.4%,-4.2%,3.3%,-7.9%,-0.5%,

# Carrying on.
SMILES,inhibitors of VEEV,Salmonella PhoP GFP,H1N1 NS1A inhibition,tuberculosis growth,H37Rv inhibition,others
CC(=O)c1cc(CN2CCN(C(C)C)C(CCO)C2)cs1 (stereo unspecified),0.2%,5.6%,-3.0%,-6.6%,-1.0%,
CCCCOC(=O)CSc1nc(N)c(C#N)c(-c2ccc(OC)cc2)c1C#N,i,-6.2%,-10.4%,?,?,
COc1ccc(NC(=O)CN2C(=O)NC(C)(c3ccc(C)cc3)C2=O)cn1 (stereo unspecified),0.1%,/,-4.8%,-7.2%,-6.8%,
Cc1cc(F)ccc1NC(=O)C(C)n1c2ccccc2c2nc(=O)cc(C)n21 (stereo unspecified),0.9%,-3.4%,-11.4%,5.0%,-3.5%,
CCN(Cc1ccccc1)S(=O)(=O)c1c(C)[nH]c(C)c1C(=O)N1CCCCC1,0.9%,3.3%,2.2%,-0.5%,-5.1%,
Nc1cc(Cl)nc(N/N=C/c2c(O)ccc3ccccc23)n1,9.5%,2.9%,26.1%,53.0%,64.5%,
CC(C)(C)OC(=O)N1CCC(c2c(C(=O)NCC3CCN(C4CCCC4)C3)cnn2-c2cccc(Cl)c2)CC1 (stereo unspecified),i,7.6%,3.9%,51.7%,7.2%,
CC(=O)c1cc2c(cc1NC(=O)Cn1nc(C)c(C)c(C#N)c1=O)OCO2,0.9%,2.1%,-3.1%,21.8%,?,
COC(=O)C(N)CCCCN (stereo unspecified),0.6%,-3.2%,0.0%,2.7%,1.6%,
CCOc1ccc(NC(=O)NC(=O)N(C(C)C)S(C)(=O)=O)cc1,4.4%,-3.1%,-2.1%,-6.4%,-2.9%,
Cc1ccc2oc(C(=O)N(Cc3ccccc3)C3CCS(=O)(=O)C3)c(C)c2c1 (stereo unspecified),6.4%,/,-1.6%,/,/,
CCn1c(SCC(=O)NC2CC2)nnc1C(C)Oc1ccccc1 (stereo unspecified),1.3%,-7.7%,5.2%,-5.0%,-13.4%,
COc1cc(OC)cc(C(=O)Nc2cccc(NC(=O)c3ccccc3)c2)c1,8.2%,7.7%,-2.1%,18.5%,9.6%,
Cc1ccccc1/C=C/c1nc2ccccc2c(=O)n1CCc1ccccc1,6.7%,-0.5%,13.2%,27.4%,7.6%,
CCOC(=O)C1(CC2CC2)CCN(C(=O)c2cc(C3CC3)nc3ccccc23)CC1,8.5%,-3.2%,-14.9%,9.8%,4.6%,
Cc1cccc(C)c1NC(=O)CSc1nnc(Cc2ccccc2)o1,3.2%,-17.4%,13.8%,/,3.7%,
CCOC(=O)C1=NOC(Cn2cc(C#N)c(=O)n(C)c2=O)C1 (stereo unspecified),i,-5.7%,0.3%,-18.2%,-0.4%,
CCC(CC)c1nnc(NC(=O)CCc2ccc(OC)cc2)s1,0.6%,-5.5%,-3.2%,-7.1%,-14.8%,
COC(=O)CSc1nc(C)c(C(=O)Nc2ccccc2C)c(-c2ccc(Cl)cc2)c1C#N,9.5%,-6.2%,-6.2%,1.5%,-3.1%,
Cc1ccc(NC(=S)N(CCN2CCOCC2)Cc2cc3cc4c(cc3[nH]c2=O)OCCO4)cc1,2.9%,6.3%,-6.4%,17.1%,3.4%,
O=C(C[C@H]1C[C@H](C(=O)N2CCCCC2)[C@@]2(CCc3ccccc3)c3[nH]c4cc(-c5ccco5)ccc4c3CCN2C1=O)NCCN1CCOCC1,i,/,10.7%,/,/,
COc1ccccc1-c1n[nH]c2c1[C@H](C)CC[C@H]2C(C)C,2.5%,-0.1%,1.9%,42.7%,14.7%,
CN1CCN(S(=O)(=O)c2cccc([N+](=O)[O-])c2)CC1,1.3%,-7.8%,-0.9%,-13.4%,-2.5%,
N#Cc1nc(COc2ccc(Cl)cc2)oc1N1CCN(Cc2ccccc2)CC1,2.7%,-2.3%,5.0%,11.4%,4.6%,
Cc1cc(C(C)(C)C)cc(S(=O)(=O)Nc2ccc(C(=O)O)cc2)c1C,2.5%,-11.0%,-3.2%,5.7%,3.7%,
CC(C)n1c(=O)c2c(O)cc(=O)oc2c2ccccc21,1.8%,-15.6%,-3.7%,23.1%,-4.9%,inhibitors of VEEV 10K pilot screen=1.8
Cc1nc(-c2ccc(S(=O)(=O)N3CCN(Cc4ccccc4)CC3)s2)cs1,i,2.3%,2.3%,11.0%,-1.1%,
O=C(/C=C/c1ccc([N+](=O)[O-])cc1)NCC1CCCO1 (stereo unspecified),0.9%,-5.8%,-12.2%,-5.6%,-1.2%,
COc1cccc(C(=O)Nn2cnnc2)c1OC,0.3%,-2.9%,-3.0%,-7.2%,-1.5%,
CC(C)(CNS(=O)(=O)c1ccc(F)cc1)CNS(=O)(=O)c1ccc(F)cc1,5.6%,-9.4%,-0.2%,8.1%,3.2%,
COCCCNCc1cc(C)n(-c2cc(S(=O)(=O)N3CCOCC3)ccc2N2CCCC2)c1C,0.7%,/,-2.5%,/,/,
COc1cccc(NC(=O)CSc2nc3ccccc3n2C)c1,0.3%,-0.9%,6.9%,66.1%,-2.1%,
O/N=C\c1cnc(N2CCN(c3ccccc3)CC2)s1,0.7%,-1.7%,-6.0%,-1.7%,3.9%,
COc1ccc(-c2nnc3c4ccccc4c(C)nn23)cc1S(=O)(=O)N1CCN(CCO)CC1,i,4.9%,-1.5%,7.5%,-4.8%,
CC(C)(C)NC(=O)COc1ccc2oc3c(c2c1)CCCC3,i,-0.9%,-9.2%,28.4%,-6.1%,
O=C(CN1CCN(c2ccccc2)CC1)Nc1ccc2c(c1)CCC2,0.3%,-4.5%,4.0%,76.8%,6.0%,
